Screening results from PubChem BioAssay.
GLS inhibitor: qHTS for Inhibitors of Glutaminase (GLS) | GLS enzymatic activity, qHTS titration | 410,000 tested, 0.21% active | Potency, µM (titrated, usually from 45.5 µM), without a hit: at the highest dose activity change, negative = inhibition, hits mostly inhibitors; active = well fitted inhibition curve with a large enough effect; note: potency is the fitted concentration of half-maximal effect
Target sequence (O94925 whole entry, looked up): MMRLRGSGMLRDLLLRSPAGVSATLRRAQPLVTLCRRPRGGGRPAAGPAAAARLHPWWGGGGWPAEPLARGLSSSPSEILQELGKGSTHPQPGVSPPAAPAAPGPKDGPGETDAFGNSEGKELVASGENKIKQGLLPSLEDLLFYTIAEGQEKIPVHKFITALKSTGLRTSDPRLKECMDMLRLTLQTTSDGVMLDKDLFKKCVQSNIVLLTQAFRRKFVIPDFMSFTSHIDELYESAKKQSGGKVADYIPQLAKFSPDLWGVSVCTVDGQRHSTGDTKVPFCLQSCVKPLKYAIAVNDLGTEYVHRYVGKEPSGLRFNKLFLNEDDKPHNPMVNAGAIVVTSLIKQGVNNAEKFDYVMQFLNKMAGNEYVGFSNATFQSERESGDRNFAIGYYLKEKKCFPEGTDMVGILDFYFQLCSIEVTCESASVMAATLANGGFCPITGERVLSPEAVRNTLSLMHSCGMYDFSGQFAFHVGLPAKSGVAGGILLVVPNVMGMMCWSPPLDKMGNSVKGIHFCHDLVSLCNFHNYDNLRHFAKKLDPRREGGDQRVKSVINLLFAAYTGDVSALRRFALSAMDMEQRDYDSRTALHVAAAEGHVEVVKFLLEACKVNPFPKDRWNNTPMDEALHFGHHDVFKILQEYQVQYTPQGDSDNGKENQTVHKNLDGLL
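Two-point fluorescence kinetic (t0, 30 min RT) for hKGA; glutamate detected via glutamate oxidase–HRP–Amplex Red. Substrate: 1 mM L-glutamine solution; buffer 45 mM KH2PO4, pH 8.2.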
PI4K2A block: qHTS for small molecular inhibitors of PI4K2A; Phosphatidylinositol 4-kinase type 2-alpha (Homo sapiens), Q9BTU6; purified PI4K2A, ADP-Glo luminescence, 1 h; stronger effect = lower value; activity change, negative = inhibition, % at 76.9 µM; 420,000 tested, 0.13% active; AID 1346378, 2018; in the data active = activity change below about -50%;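 note: -100% = wells without enzyme as full effect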
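PI4K2A activity was measured by ADP-Glo luminescence: enzyme (4 ug/mL stock) and phosphatidylinositol (1.2 mM stock) in Tris pH 7.5/MgCl2/EGTA/Triton X-100 buffer were reacted with ATP (300 microM stock) for one hour at ambient temperature.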
* marks the source's active call; other numbers are inactive results; [ ] = remark or other dose. Unless noted, % is set by controls: 0 for no effect and ±100 for the full control effect.

GLS inhibitor,PI4K2A block,molecule
9%,6,CS(=O)(=O)Nc1cccc(NC(=O)c2cccc3c(-c4cccc(C(N)=O)c4)coc23)c1
0%,-2,CC1(C(=O)O)CCCN1C(=O)c1cc2ccccc2s1 (stereo unspecified)
-1%,9,CC(C)(C)n1nnnc1C(c1cc2ccccc2o1)N(Cc1ccccc1)Cc1ccccc1 (stereo unspecified)
4%,-2,COCCNC(=O)C1(C)CCCN(C(=O)COc2ccccc2)C1 (stereo unspecified)
11%,-4,CC(=O)Nc1cc(-c2ccc(CO)cc2)cn2c(-c3ccc(F)cc3)cnc12
0%,-1,Cc1ccc(S(=O)(=O)N2C[C@H]3C(=O)C[C@@H](c4ccccc4)N(S(C)(=O)=O)[C@H]3C[C@H]2c2ccccc2)cc1
14%,-4,Cc1nc2c(OCc3ccc(F)cc3)cccn2c1N(C)C(=O)CCC1CCCC1
-4%,2,CC(=O)Nc1cccc(-c2cc(NC(C)=O)c3ncc(-c4cccc(C(C)=O)c4)n3c2)c1
0%,0,NC(=O)c1cccc(-c2ccnc3c2CC(C(=O)Nc2ccccc2)O3)c1 (stereo unspecified)
-1%,0,C=CCNc1nc2cc(-c3ccccc3OC)sc2c(=O)n1C
-1%,-1,CCCCCCCCN1C(=O)[C@H](CC(=O)NCC23CC4CC(CC(C4)C2)C3)C[C@@]2(C(=O)OCC)CCCC=C12
3%,1,CC1(Oc2ccccc2-c2ccno2)CCN(Cc2csc3ccccc23)C1 (stereo unspecified)
7%,3,COc1cc(CNC(=O)c2cc(-c3cc(Cl)ccc3OC)n[nH]2)cc(OC)c1
-8%,9,Cc1cc2nc(-c3cccc(Br)c3)c(CC3CCCCC3)n2c(C)c1Br
-5%,-11,CC1(c2nc3ccccc3[nH]2)c2ccccc2C(=O)N1Cc1ccccn1 (stereo unspecified)
-6%,7,COc1cc(-c2cc3nc(NCc4cccc(Cl)c4)ccn3n2)cc(OC)c1OC
1%,-2,COc1ccccc1Cc1c(-c2ccc(OC)c(OC)c2)nc2c(C)cc(Br)cn12
-2%,0,O=C(Nc1ccc2c(c1)OCCO2)C1c2ccccc2OCC(=O)N1Cc1cccnc1 (stereo unspecified)
5%,-1,COc1ccc(CNC(=O)Nc2nc(C(N)CCc3ccccc3)cs2)cc1 (stereo unspecified)
-1%,0,CCOC(=O)C1(C)CCCN1C(=O)c1ccc(OC)cc1 (stereo unspecified)
-2%,-12,CN(C)c1ccc(C=C(C#N)C(=O)c2ccccc2)cc1Br
-1%,-2,COc1ccc(CCN2C(=O)CCC2(C)c2nnnn2Cc2ccccc2)cc1OC (stereo unspecified)
15%,-5,COc1ccccc1-c1ccc2c(c1)C(C)(Cc1ccc(OC(F)(F)F)cc1)C(=O)N2 (stereo unspecified)
0%,3,COc1cccc(C(=O)N2CCC[C@@H]2C(=O)N2CCC[C@@H]2C(=O)NCc2ccccc2Cl)c1
1%,-2,O=S1(=O)CC(N2CCCCC2)CN1Cc1cn(Cc2cccc(C(F)(F)F)c2)nn1 (stereo unspecified)

The last 2 compounds of the part above open the next one.
GLS inhibitor,PI4K2A block,molecule
0%,3,COc1cccc(C(=O)N2CCC[C@@H]2C(=O)N2CCC[C@@H]2C(=O)NCc2ccccc2Cl)c1
1%,-2,O=S1(=O)CC(N2CCCCC2)CN1Cc1cn(Cc2cccc(C(F)(F)F)c2)nn1 (stereo unspecified)
3%,1,COc1cc(OC)cc(-c2noc(-c3csc([C@H]4C[C@H](O)[C@@H](CO)O4)n3)n2)c1
-2%,-1,CCCCCCCCN1C(=O)[C@H](CC(=O)NCCCCc2ccccc2)C[C@@]2(C(=O)OC)CCCCC=C12
-13%,0,CC(C)c1cccc(-c2csc(C(C)(O)c3ccncc3)n2)c1 (stereo unspecified)
0%,1,O=C(Nc1ccc2c(c1)OCO2)c1cc(C2CCCN(C(=O)CCCc3ccccc3)C2)on1 (stereo unspecified)
1%,-4,O=C(Nc1ccccc1Cl)c1cc(C2CCCN(C(=O)c3ccc4c(c3)CCO4)C2)on1 (stereo unspecified)
-9%,0,Nc1nc(N)c(N=O)c(Nc2cccc(Cl)c2)n1
-1%,1,O=C(Nc1cccc(C(F)(F)F)c1)c1cccc2c(-c3cccnc3)coc12
2%,6,Cc1ccc2nc(-c3ccc(Cl)cc3)c(Cc3cccc(Cl)c3)n2c1
-6%,4,Cn1cc(CN2CCC(C(=O)NC(c3ccc(-c4ccccc4)cc3)c3cnccn3)CC2)c2ccccc21 (stereo unspecified)
1%,-2,O=C(Nc1cccc2ccccc12)c1csc([C@@H]2C[C@H](O)[C@@H](CO)O2)n1
19%,-2,CS(=O)(=O)Nc1ccc(-c2cccc3nccn23)cc1
-17%,-11,Nc1ncnc2c1ncn2[C@@H]1O[C@H](C(=O)NCc2ccc3c(c2)OCO3)[C@@H](O)[C@H]1O
-3%,0,CCOC(=O)C1(C)CCN1C(=O)c1cccc(C(F)(F)F)c1 (stereo unspecified)
17%,-4,Cc1cn([C@H]2C[C@H](O)[C@@H](/C=C/C(=O)NCCC(c3ccccc3)c3ccccc3)O2)c(=O)[nH]c1=O
10%,-3,CCCNC(=O)C1(C)CCN(Cc2ccc(Cl)c(Cl)c2)C1 (stereo unspecified)
37%[activator],1,NC(=O)c1ccc(NCCc2cccs2)cc1
18%,-3,COc1ccc(CC(N)c2csc(Nc3cccc(OC)n3)n2)cc1 (stereo unspecified)
-15%,-1,COC(=O)[C@@]1(Cc2ccc(OC)cc2)[C@H]2c3cc(C(=O)N4CCCC4)n(Cc4ccc(Cl)c(C(F)(F)F)c4)c3C[C@H]2CN1C(=O)c1ccccc1
-8%,6,Cc1c(C(=O)NCc2ccc(C(C)C)cc2)sc(=O)n1Cc1cccc(F)c1
74%[activator],0,CN(C)c1ccc(NC(=O)Nc2ccc3c(c2)c(=O)n(C)n3-c2ccccc2)cc1
-2%,0,COCCNc1nc(-c2ccc(OC)cc2C)c2sc(-c3ccccc3)cc2n1
1%,0,Cc1onc(-c2ccccc2)c1C(=O)N1CCC(C)(C(=O)O)C1 (stereo unspecified)
0%,-1,CCCCn1c(OC(=S)N(CC)CC)cc(C)nc1=S
4%,-1,CCOC(=O)C1(C)CCN1C(=O)c1ccccc1C(F)(F)F (stereo unspecified)
8%,2,COc1cccc(-c2cnc(C(O)c3cc(F)cc(Cl)c3)[nH]2)c1 (stereo unspecified)

A second format for some results above.
SMILES	GLS inhibitor	PI4K2A block
O=C(Nc1ccccc1Cl)c1cc(C2CCCN(C(=O)c3ccc4c(c3)CCO4)C2)on1 (stereo unspecified)	1%	-4
Nc1nc(N)c(N=O)c(Nc2cccc(Cl)c2)n1	-9%	0
O=C(Nc1cccc(C(F)(F)F)c1)c1cccc2c(-c3cccnc3)coc12	-1%	1
Cc1ccc2nc(-c3ccc(Cl)cc3)c(Cc3cccc(Cl)c3)n2c1	2%	6
Cn1cc(CN2CCC(C(=O)NC(c3ccc(-c4ccccc4)cc3)c3cnccn3)CC2)c2ccccc21 (stereo unspecified)	-6%	4
O=C(Nc1cccc2ccccc12)c1csc([C@@H]2C[C@H](O)[C@@H](CO)O2)n1	1%	-2
CS(=O)(=O)Nc1ccc(-c2cccc3nccn23)cc1	19%	-2
Nc1ncnc2c1ncn2[C@@H]1O[C@H](C(=O)NCc2ccc3c(c2)OCO3)[C@@H](O)[C@H]1O	-17%	-11
CCOC(=O)C1(C)CCN1C(=O)c1cccc(C(F)(F)F)c1 (stereo unspecified)	-3%	0
Cc1cn([C@H]2C[C@H](O)[C@@H](/C=C/C(=O)NCCC(c3ccccc3)c3ccccc3)O2)c(=O)[nH]c1=O	17%	-4
CCCNC(=O)C1(C)CCN(Cc2ccc(Cl)c(Cl)c2)C1 (stereo unspecified)	10%	-3
NC(=O)c1ccc(NCCc2cccs2)cc1	37%[activator]	1

(list continues)
GLS inhibitor,PI4K2A block,molecule
2%,-2,COc1ccc(Br)c(Cn2c(C)c(C(=O)NCc3ccccc3C(F)(F)F)sc2=O)c1
2%,-1,COc1cc(Cn2c3ccc(NC(=O)NCCc4ccccc4)cc3c(=O)n2C)ccc1F
15%,-2,COC(=O)[C@]12CCCCC=C1N(Cc1ccccc1)C(=O)[C@H](CC(=O)N1CCCC1)C2
1%,1,CCCCCn1nnnc1-c1nc2cc(C)c(C)cc2[nH]c1=O
0%,2,CCOC(=O)C1(C)CCCCCN1C(=O)c1snnc1C (stereo unspecified)
4%,-1,C[C@H](c1ccccc1)N1C[C@@H](COCc2ccccc2)Oc2cc(N3CC[C@H](N(C)C)C3)ccc2S1(=O)=O
-2%,-2,Cc1ccc2c(c1)C(=O)N1c3cc(C)c(C)cc3NC(=O)C1C(=O)N2 (stereo unspecified)
-1%,1,CCCCNC(=O)C1(C)CCCCN1C(=O)c1c(F)ccc(C)c1F (stereo unspecified)
1%,-1,COc1ccc(NC(=O)c2sc(=O)n(Cc3ccccc3C#N)c2C)cc1OC
18%,-6,CN(C)c1ccc(C=Cc2nccc3ccccc23)cc1
14%,-2,NC(c1ccccc1)c1csc(Nc2ccc(C(=O)NCCO)cc2)n1 (stereo unspecified)
-4%,7,COC(=O)N1CCCCC1c1cc(C(=O)Nc2ccc(OC)cc2C)no1 (stereo unspecified)
0%,3,CCOC(=O)N(C)c1c(CC)nc2c(OCC(=O)C(C)(C)C)cccn12
-11%,1,Cc1ccc(C(=O)NCCN2CCC(n3c(=O)[nH]c4ccccc43)CC2)cc1
-2%,-1,COc1ccc(Cn2cc(CN3CC(N4CCCCC4)CS3(=O)=O)nn2)cc1 (stereo unspecified)
-7%,-1,Cc1ccc(NC(=O)[C@@H]2O[C@H](CO)[C@@H](O)[C@H]2O)cc1C(F)(F)F
1%,4,CC(C)(C)CNC(=O)C1(C)CCN1C(=O)Cc1ccc(-c2ccccc2)cc1 (stereo unspecified)
8%,3,CCOc1ccc(CCN2C(=S)N([C@@H](CC(C)C)CN3CCC[C@@H]3CN3C(=S)NC[C@@H]3CC(C)C)C[C@@H]2Cc2ccc(O)cc2)cc1
-6%,3,CC(=O)Nc1cnc(-c2ccccc2C(C)=O)cn1
-1%,-1,O=C(NCc1ccc(Cl)nc1)c1csc([C@@H]2C[C@H](O)[C@@H](CO)O2)n1
-16%,1,O=C(NCc1cc(C(F)(F)F)cc(C(F)(F)F)c1)c1cc(-c2cc(F)ccc2OCC2CCCO2)n[nH]1 (stereo unspecified)
-5%,-25,FC(F)(F)c1cc(Cl)c2nc(-c3ccco3)c(Cc3ccccc3C(F)(F)F)n2c1
0%,1,Cc1nc2c(OCCN3C(=O)c4ccccc4C3=O)cccn2c1N(C)C(=O)CCC1CCCC1
2%,-4,CCNC(=S)Nc1ccc2c(c1)c(=O)n(C)n2Cc1cccc(C(F)(F)F)c1
-2%,-2,O=C(OCC1(COC(=O)c2cccnc2)CCCC(COC(=O)c2cccnc2)(COC(=O)c2cccnc2)C1O)c1cccnc1
14%,25,CC(C)C(NC(=O)OCc1ccccc1)C(=O)NC(Cc1c[nH]c2ccccc12)C(=O)O (stereo unspecified)
6%,0,C[C@H]1COc2c(C3(N)CC3)c(F)cc3c(=O)c(C(=O)O)cn1c23
3%,-1,Cn1ccc2c(-c3ccc4[nH]ccc4c3)cc3c(c21)C1CCC3O1 (stereo unspecified)
5%,-4,CC(C)N1CCCC(C)(C(=O)Nc2cccc(Oc3ccccc3)c2)C1 (stereo unspecified)
-5%,4,O=C1NC[C@@H](CCCCN2C[C@H](Cc3ccccc3)N(CC3CCCCC3)C(=O)C2=O)N(CCc2ccc(O)cc2)C1=O
0%,-4,OC(c1cccc(F)c1)c1ncc(-c2ccc3ccccc3c2)[nH]1 (stereo unspecified)
0%,-3,C=C(C)Cn1c2ccc(NC(=O)CCc3cccnc3)cc2c(=O)n1C
4%,-7,OCCNc1ncnc2c1ncn2[C@H]1CN(Cc2ccc3c(c2)OCO3)C[C@@H](CO)O1
12%,-6,CC(C)(C)S(=O)N1Cc2cc(C(=O)NCc3ccc(Oc4ccccc4)cc3)nc(-c3cccc(-c4cc5ccccc5o4)c3)c2[C@H]1CCO (stereo partly specified)
6%,2,COc1cccc(C2=Cc3ccc(F)cc3C(CC(C)=O)N2c2ccc(-c3cncnc3)cc2)c1 (stereo unspecified)
10%,4,C(=C\c1ccccc1)/CN1CCN(C(c2cccs2)c2nnnn2C2CCCC2)CC1 (stereo unspecified)
4%,1,COCCCn1cc(CN2CC(N(C)C)CS2(=O)=O)nn1 (stereo unspecified)
14%,-5,CC1(Cc2ccccc2Cl)C(=O)Nc2cc(-c3ccccc3Cl)ccc21 (stereo unspecified)
0%,-6,Cn1c(=O)n(C)c2cc(CNC(=O)[C@H]3O[C@@H](n4cnc5c(N)ncnc54)[C@H](O)[C@@H]3O)ccc21
5%,0,CCOC1=C2[C@@H](CN(S(=O)(=O)c3ccc(C)cc3)[C@H]2c2ccccc2F)[C@H]2C(=O)NC(=O)[C@H]2C1
6%,-3,CCCCc1c(-c2ccccc2OC)ncn1Cc1ccc(-c2ccccc2)cc1
-2%,3,COc1ccc(C2=Cc3ccccc3C(CC(=O)C3CC3)N2c2ccc(-c3cc(OC)c(OC)c(OC)c3)cc2)cc1 (stereo unspecified)
-31%,-5,O=[N+]([O-])c1ccc(-c2cn(-c3ccc(Cl)cc3)cn2)cc1
1%,-3,CC1(C(=O)NS(=O)(=O)c2ccccc2Cl)CCN1C(=O)C1(c2ccc(Cl)cc2)CC1 (stereo unspecified)

An excerpt. The share of hits here may be higher or lower than overall.
